# IMPase Li inh: membrane-permeable IMPase blocker, potentiated with lithium; 210,000 compounds, 0.35% hits; CHO-M1 cells, IP1 TR-FRET (IP-One), carbachol + lithium; Potency, µM (highest dose often 59.4 µM), inactives show at the top dose activity, negative = IMPase inhibition, actives largely listed as inhibitors; AID 1457;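 also: IP1 builds up when IMPase is blocked and the TR-FRET signal falls; plate controls were basal vehicle for no effect and high inhibitor control for full effect; nearly all actives have a fitted effect of over 50% in size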
#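 IP1 accumulation measured by competitive TR-FRET in lysed CHO-M1 cells after 30 min compound exposure at 37C, with a small lithium addition to potentiate weak responses. Hill-equation AC50 from ratio and donor-channel data.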
# HttQ103 aggreg: inhibitors of mutant huntingtin aggregate formation in PC12 cells. PC12 HttQ103-GFP aggregates, Acumen cytometry, 40 h. Potency, µM (highest dose often 46.1 µM), without a hit: at the top dose activity change, negative = inhibition, most hits filed as inhibitors. 220,000 compounds, 1.1% hits. AID 1688; also: % is scaled to controls: 0 for no effect and ±100 for the full control effect; nearly all actives have a fitted effect of over 60% in size
#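 PC12 cells with ecdysone-inducible HTT exon1 Q103-GFP, induced by 100 nM tebufenozide, given compounds in a concentration series. GFP aggregates (1–25 um, 6 SD above background) counted in lysates by laser-scanning cytometry, 488 nm excitation.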
# GAA spleen mod: inhibitors or activators of human alpha-glucosidase in spleen homogenate | 240,000 compounds, 0.006% hits | human spleen homogenate, 4-MU-alpha-glucoside fluorescence | Potency, µM (highest dose often 79.9 µM), for inactives: at the top dose activity change, negative = inhibition, hits mostly inhibitors | P10253;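 also: 0% = enzyme with vehicle and -100% = no enzyme basal signal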
#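 Human spleen homogenate (1 ug) incubated with compounds and 1 mM 4-methylumbelliferyl-alpha-D-glucopyranoside in pH 5.0 citrate/phosphate buffer, 37 C, 40 min. Stopped at pH 10; 4-MU fluorescence (Ex 365/Em 440 nm); AC50 by Hill fit.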
# GAA inh: inhibitors of human lysosomal alpha-glucosidase; Potency, µM (top dose mostly 76.9 µM), for the others: at the top dose activity change, negative = inhibition, hits mostly inhibitors; 200,000 compounds, 0.005% hits; purified human GAA, 4-MU-alpha-glucoside fluorescence; P10253;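 also: plate controls were uninhibited enzyme wells for no effect and no-enzyme background for full effect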
#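 Activity normalized between no-enzyme (basal) and enzyme-only wells. Conditions: 4 nM human enzyme, 400 uM fluorogenic substrate, citrate/phosphate pH 5.0 with Tween-20, 20 min room temperature, compounds up to 77 uM.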
# GAA glycogen: inhibitors or activators of human alpha-glucosidase glycogen cleavage; P10253; recombinant GAA, glycogen substrate, Amplex Red glucose oxidase fluorescence; Potency, µM (series often up to 76.4 µM), for inactives: at the highest dose activity change, negative = inhibition, usual class: inhibitors; 300,000 compounds, 0.38% hits;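 also: 0% = full enzyme reaction and -100% = no-enzyme basal signal; the screen sought inhibitors and activators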
#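 qHTS, 1536-well; enzyme 4 nM final; cpd up to 77 uM; substrate bovine liver glycogen 30 ug; 50 mM citrate/phosphate pH 5.0, 0.01% Tween-20; 37 C, 40 min; Amplex Red detection 45 min RT; Hill fit → AC50.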
# RGS12 GoLoco inh: blocks human Gai1 binding to RGS12 GoLoco peptide, red readout; P63096; Gai1:RGS12 GoLoco peptide FP, rhodamine, 10 min; Potency, µM (titrated, usually from 61.6 µM), without a hit: at the top dose activity, negative = inhibition, most hits filed as inhibitors; 230,000 compounds, 0.44% hits; AID 880; active = well fitted inhibition curve with a large enough effect, not every such curve was filed as active; inactive = no such curve, though single readings can be large or run the other way; also: % is scaled to controls: 0 for no effect and ±100 for the full control effect; nearly all actives have a fitted effect of over 30% in size; many of its hits are not listed in these tables
# Target sequence (P63096 whole entry, looked up): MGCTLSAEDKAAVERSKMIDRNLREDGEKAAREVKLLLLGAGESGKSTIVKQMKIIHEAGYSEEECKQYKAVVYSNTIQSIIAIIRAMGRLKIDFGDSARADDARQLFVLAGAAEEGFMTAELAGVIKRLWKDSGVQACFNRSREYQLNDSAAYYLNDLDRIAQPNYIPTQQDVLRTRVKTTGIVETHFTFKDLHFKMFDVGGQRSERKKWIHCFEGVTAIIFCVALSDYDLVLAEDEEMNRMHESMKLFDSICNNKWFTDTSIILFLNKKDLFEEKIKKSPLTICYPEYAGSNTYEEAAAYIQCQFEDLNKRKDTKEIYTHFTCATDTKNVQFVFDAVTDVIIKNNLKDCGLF
# HTT cytoprotect: protects HTT-Q103 PC12 cells, measured by ATP; PC12 HTT-Q103 induced, cytoprotection, ATP luminescence, 40 h; Potency, µM (titrated, usually from 56.4 µM), without a hit: cytoprotection (ATP increase), hits mostly activators; 230,000 compounds, 0.14% hits;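 also: % of control where 0% means no effect; nearly all actives have a fitted effect of over 45% in size; toxic huntingtin expression switched on by the ecdysone agonist tebufenozide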
#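 PC12 cells stably carrying ecdysone-inducible Htt exon 1 (Q103)–GFP were induced with 100 nM tebufenozide (final) alongside library compounds in a dose series. Cytoprotection was scored as retained ATP by ATPlite luminescence.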
# * hit, by the source's call; ? = inconclusive; · = not tested or not shown; [ ] = dose if it differs, or a comment. Unless noted, calls follow the shape of the dose curve; as a rule, active = well fitted curve in the direction sought with a large enough effect; inconclusive = small, poorly fitted or top-dose-only effect, or another doubt; inactive = no such curve, though single readings can be large; an effect the other way counts as inactive or inconclusive. Potency is read from the fitted curve at half-maximal effect.
SMILES,IMPase Li inh,HttQ103 aggreg,GAA spleen mod,GAA inh,GAA glycogen,RGS12 GoLoco inh,HTT cytoprotect
C/C(Cl)=C\Cn1c(N2CCCC2)nc2c1c(=O)[nH]c(=O)n2C,-6%[38.3 µM],-15%,-1%,3%,7%,-1%,-16%
CN(C)CCCNC(=O)c1ccc(Cl)c(S(=O)(=O)N(C)c2ccccc2)c1,-3%[38.3 µM],-4%[9.22 µM],-4%,0%,15%,2%,24%
C[C@H](N)c1nnc(SCC(=O)c2ccc(Cl)cc2)o1,32%[activator][38.3 µM],1%,-16%,5%,8%,-9%,16%
CC(C)(C)c1ccc(C(=O)NNC(=O)c2ccc(Cl)cc2)cc1,-9%,18%,2%,-2%,1%,1%,3%[10 µM]
COc1ccc(N2C(=O)CSC23CCC(C(C)(C)C)CC3)cc1 (configuration not stated),-16%[38.3 µM],27%,5%,-4%,-5%,6%,0%
O=c1oc2ccc(Cl)cc2nc1/C=C(\O)c1cccs1,·,?,-4%,·,6.3µM*,15%,28%[10 µM]
O=C(c1ccc2c(=O)n(Cc3ccco3)c(=S)[nH]c2c1)N1CCN(c2ccccc2)CC1,6%[38.3 µM],-6%,-1%,12%,-24%,-1%,14%
CCC(=O)Nc1ccc(C(=O)NNC(=O)c2ccc([N+](=O)[O-])cc2)cc1,2%,-10%,-7%,-11%,4%,-1%,·
CC(=O)Nc1ccc(N=Nc2c(C)[nH]n(C(N)=S)c2=O)cc1,31%[activator],-5%,-7%,-9%,-6%,5%,?
Cc1c(C)c2cc(Cl)c(O)c(CN3CCN(C)CC3)c2oc1=O,?,-16%,?,?,-1%,4%,-18%
CCCCSc1ncc(C(=O)OCC)c(N)n1,13%,7%,-5%,4%,-3%,-4%,-19%[10 µM]
O=C(C1CC1)N1CCc2cc(S(=O)(=O)NC3CCN(Cc4ccccc4)CC3)ccc21,6%[38.3 µM],-9%,2%,3%,13%,2%,7%
CCOC(=O)C1CCCN(C2CC(=O)N(c3ccc(N4C(=O)CC(N5CCCC(C(=O)OCC)C5)C4=O)cc3)C2=O)C1 (configuration not stated),7%,20%,-4%,-1%,-1%,-19%,-18%
Cn1c(CCN2CCCCC2)nc2cc([N+](=O)[O-])ccc21,18%[38.3 µM],-2%,-12%,2%,11%,9%,-45%[inhibitor]
CCCCn1nc2cc(C(=O)NC3CCc4ccccc43)ccc2c1OCC (configuration not stated),8%[38.3 µM],?,8%,9%,-13%,17%,12%[10 µM]
CCNc1ccc(S(=O)(=O)N(C)C)cc1NCC(=O)Nc1ccccc1Br,3%,9%,7%,-7%,?,17%,-9%
COc1ccc(C(=O)N(CN2CCCC2=O)c2ccc(C)cc2)cc1,-8%[38.3 µM],-9%,-1%,-1%,8%,-12%,-8%
CN(CCO)c1cc(N2CCC3(CC2)OCCO3)c2nonc2c1[N+](=O)[O-],3%,7%,-9%,7%,3%,2%,4%[10 µM]
Cc1cc2c(Nc3ccccc3)ncnc2s1,6%,-12%[9.22 µM],-15%,-6%,-9%,14%,-42%[inhibitor][1.9 µM]
C=C(C)CN(CC)Cc1c(C(=O)N(C)CCCC)nc2ccccn12,12%,0%[9.22 µM],-20%,9%,14%,19%,-8%[10 µM]
COc1cc(OC)c(C(=O)OC(C)C(=O)Nc2cccc(C(F)(F)F)c2)cc1OC (configuration not stated),1%,-2%,-8%,-10%,3%,7%,33%[10 µM]
N#Cc1ccc(-c2ccco2)nc1SCc1ccccc1,7%[38.3 µM],26%,-7%,3%,-2%,9%,7%[0.074 µM]
CC1CCCN(C(=O)CNC(=O)Cn2ccc3ccccc3c2=O)C1 (configuration not stated),5%[38.3 µM],0%,5%,-5%[15.4 µM],-1%,-3%,-1%
O=S1(=O)OC(c2ccc(O)cc2)(c2ccc(O)cc2)c2ccccc21,4%,6%,·,·,·,11%[14.2 µM],5%[10 µM]
COC(=O)c1ccc(C2/C(=C(\O)c3cccc(OC)c3)C(=O)C(=O)N2CCCN(C)C)cc1 (configuration not stated),-1%,-8%,-5%,5%,2%,16%,5%[10 µM]
C[C@H]1C(O)[C@@]23CCC4C5(C=[N+](CCO)C[C@]4(C)CCC5)C2C[C@@H]1C3 (some centres not stated),1%,·,-15%,·,·,-68%,-13%
O=C(NC1CCCc2ccccc21)C1CCN(S(=O)(=O)c2ccccc2F)CC1 (configuration not stated),-4%,6%,3%,-6%,13%,-20%,-11%[10 µM]
Nc1c(Br)cc(Br)c(N2CCCC2=O)c1Br,-3%[38.3 µM],-7%,-1%,2%,6%,-1%,11%
CC(C)NCC#CCOc1ccc(Cl)cc1,19%,4%[9.22 µM],2%,-2%,14%,-8%,-15%
CCN(CC)S(=O)(=O)c1ccc2c(c1)nc(SCC(=O)N1CCOCC1)n2-c1ccccc1OC,-11%[38.3 µM],-4%,-6%,-2%,0%,29%,-30%
Cc1ccc(-n2c([S-])c(C(=O)NC(C)c3ccccc3)[n+]3ccccc23)cc1 (configuration not stated),3%,-5%,-3%,2%,-5%,10%,4%
O=S(NCc1ccco1)C12CC3CC(CC(C3)C1)C2 (configuration not stated),-1%,1%,4%,-1%,3%,2%,15%[10 µM]
C/C(=N\NC(N)=S)c1ccc(-n2ccnc2)cc1,·,-20%[9.22 µM],0%,·,-7%,1%,28%[10 µM]
COc1ccc(C2/C=C\CN(S(=O)(=O)c3ccc(C)cc3)[C@H](Cc3ccccc3)C(=O)N2Cc2ccc(F)cc2)cc1 (some centres not stated),·,-4%[9.22 µM],-2%,·,-2%,11%,2%[10 µM]
CC(=O)c1ccc(OCC(O)COc2ccc(C(C)=O)cc2)cc1,-9%[38.3 µM],20%,-8%,-3%,2%,-2%,-6%
CCOC(=O)c1cc(NC(=O)N2CCCc3ccccc32)c(C)nc1C,-4%[38.3 µM],-18%,1%,2%,-23%,5%,8%
CCOc1ccc(S(=O)(=O)NC(C)C)cc1C(N)=O,-2%,-6%[9.22 µM],-1%,6%,12%,1%,-57%
O=C(CCc1c[nH]c2ccccc12)N1CCN(c2ccc(O)cc2)CC1,26%,-12%,5%,6%,?,-19%,-15%[10 µM]
Cc1cc(C)nc(N(C#N)CC(=O)Nc2ccccc2)n1,-2%[38.3 µM],15%,-7%,?,-5%,-20%,-4%[10 µM]
COC(=O)CC(=O)CSc1nc2c(cc1C#N)CCCCC2,19%[38.3 µM],0%,-1%,-2%,-1%,5%,-121%[inhibitor][0.074 µM]
C1COC1,-9%,·,0%,·,·,0%,-45%[inhibitor]
N#CC1=C(N)Oc2n[nH]c(-c3ccccc3)c2C1c1cccc(OC(=O)N2CCOCC2)c1 (configuration not stated),·,-19%,2%,-2%,-19%,·,-7%
COc1ccc(C2CC2/C(=N/O)c2ccccc2)cc1 (configuration not stated),7%,-6%,7%,-1%,-16%,5%,2%[10 µM]
CCN(C(=O)c1cc2c(=O)[nH]c3ccc(C)cc3c2s1)c1cccc(C)c1,·,21%[9.22 µM],-1%,·,-5%,14%,-14%[10 µM]

# Gathered by group: the compounds so far containing a carbonyl joined to an NH by a bond outside any ring
SMILES,IMPase Li inh,HttQ103 aggreg,GAA spleen mod,GAA inh,GAA glycogen,RGS12 GoLoco inh,HTT cytoprotect
CN(C)CCCNC(=O)c1ccc(Cl)c(S(=O)(=O)N(C)c2ccccc2)c1,-3%[38.3 µM],-4%[9.22 µM],-4%,0%,15%,2%,24%
CC(C)(C)c1ccc(C(=O)NNC(=O)c2ccc(Cl)cc2)cc1,-9%,18%,2%,-2%,1%,1%,3%[10 µM]
CCC(=O)Nc1ccc(C(=O)NNC(=O)c2ccc([N+](=O)[O-])cc2)cc1,2%,-10%,-7%,-11%,4%,-1%,·
CC(=O)Nc1ccc(N=Nc2c(C)[nH]n(C(N)=S)c2=O)cc1,31%[activator],-5%,-7%,-9%,-6%,5%,?
CCCCn1nc2cc(C(=O)NC3CCc4ccccc43)ccc2c1OCC (configuration not stated),8%[38.3 µM],?,8%,9%,-13%,17%,12%[10 µM]
CCNc1ccc(S(=O)(=O)N(C)C)cc1NCC(=O)Nc1ccccc1Br,3%,9%,7%,-7%,?,17%,-9%
COc1cc(OC)c(C(=O)OC(C)C(=O)Nc2cccc(C(F)(F)F)c2)cc1OC (configuration not stated),1%,-2%,-8%,-10%,3%,7%,33%[10 µM]
CC1CCCN(C(=O)CNC(=O)Cn2ccc3ccccc3c2=O)C1 (configuration not stated),5%[38.3 µM],0%,5%,-5%[15.4 µM],-1%,-3%,-1%
O=C(NC1CCCc2ccccc21)C1CCN(S(=O)(=O)c2ccccc2F)CC1 (configuration not stated),-4%,6%,3%,-6%,13%,-20%,-11%[10 µM]
Cc1ccc(-n2c([S-])c(C(=O)NC(C)c3ccccc3)[n+]3ccccc23)cc1 (configuration not stated),3%,-5%,-3%,2%,-5%,10%,4%
CCOC(=O)c1cc(NC(=O)N2CCCc3ccccc32)c(C)nc1C,-4%[38.3 µM],-18%,1%,2%,-23%,5%,8%
CCOc1ccc(S(=O)(=O)NC(C)C)cc1C(N)=O,-2%,-6%[9.22 µM],-1%,6%,12%,1%,-57%
Cc1cc(C)nc(N(C#N)CC(=O)Nc2ccccc2)n1,-2%[38.3 µM],15%,-7%,?,-5%,-20%,-4%[10 µM]

# Only part of the results is shown; rates above refer to the full screens.
